RBX1-CUL1 inh: human ROC1-CUL1 E3 ligase inhibition | inhibition, % at 10 µM | actives 0.6% (n = 140,000) | in vitro K48 di-Ub FRET, acceptor:donor ratio, 45 min | P62877+Q13616; in the data active = inhibition above about 25%
Target sequence (P62877 whole entry, looked up): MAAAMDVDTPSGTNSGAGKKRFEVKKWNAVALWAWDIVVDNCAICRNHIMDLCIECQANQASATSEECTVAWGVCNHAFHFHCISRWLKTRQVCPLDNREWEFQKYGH
Target sequence (Q13616 whole entry, looked up): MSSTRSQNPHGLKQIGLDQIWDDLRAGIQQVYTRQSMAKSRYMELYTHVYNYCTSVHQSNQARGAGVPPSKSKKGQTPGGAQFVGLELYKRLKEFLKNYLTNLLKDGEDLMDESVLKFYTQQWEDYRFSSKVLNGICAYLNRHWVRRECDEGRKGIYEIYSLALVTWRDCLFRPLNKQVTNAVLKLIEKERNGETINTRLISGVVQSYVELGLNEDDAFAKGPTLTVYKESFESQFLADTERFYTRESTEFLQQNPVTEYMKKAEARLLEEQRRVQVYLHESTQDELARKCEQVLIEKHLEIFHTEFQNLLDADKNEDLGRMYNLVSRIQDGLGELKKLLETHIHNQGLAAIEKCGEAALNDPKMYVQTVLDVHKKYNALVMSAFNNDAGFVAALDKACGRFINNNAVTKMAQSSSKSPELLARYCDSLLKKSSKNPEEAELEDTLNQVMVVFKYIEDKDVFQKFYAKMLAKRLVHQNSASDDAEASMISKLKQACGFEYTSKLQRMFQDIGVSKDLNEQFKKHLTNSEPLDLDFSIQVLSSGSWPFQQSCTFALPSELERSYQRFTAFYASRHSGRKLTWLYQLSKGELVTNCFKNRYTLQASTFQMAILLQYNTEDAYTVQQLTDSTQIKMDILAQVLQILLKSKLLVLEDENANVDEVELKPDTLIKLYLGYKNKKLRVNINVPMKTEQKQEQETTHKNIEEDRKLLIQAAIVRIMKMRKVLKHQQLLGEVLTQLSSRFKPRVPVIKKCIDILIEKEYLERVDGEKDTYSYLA
Numbers without * were called inactive.

RBX1-CUL1 inh	SMILES
1	CCN1CC=C2C(C#N)C(=N)C(C#N)(C#N)[C@H](c3cc(Br)ccc3F)[C@H]2C1 (stereo partly drawn)
0	Cc1cc(C(=O)Nc2ccc(Br)cc2)no1
3	COc1ccc(Cl)cc1NC(=O)CN(c1cccc(C)c1C)S(=O)(=O)c1ccccc1
3	CC(=O)Nc1ccc(NC(=O)CCCc2ccccc2)cc1
3	CCC(Oc1ccc(-c2ccccc2)cc1)C(=O)Nc1ccc(C)cc1 (stereo not drawn)
2	COc1ccc(/C=C/c2onc(C)c2S(=O)(=O)N2CCC(C(=O)N3CCCCC3)CC2)cc1
7	Cn1ccnc1CN1CCC(Oc2ccccc2C(=O)N2CCCCC2)CC1
-4	CSc1cccc(C(=O)Nc2cc(F)c(F)cc2Cl)c1
15	Cc1cc(C(=O)N/N=C/c2cc(Br)c(O)c(Br)c2O)n[nH]1
0	O=C(Nc1ccc(N2CCC(NCC3COc4ccccc4O3)CC2)cc1)C1CCCC1 (stereo not drawn)
2	CCN(CC)c1ccc(/C=C2\SC(=O)N(Cc3ccccc3)C2=O)cc1
5	Cc1ccc(N(C)C(=O)c2sc3nc4n(c(=O)c3c2C)CCCC4)cc1C
-1	COC(=O)c1cc(OC)c(OC)cc1NC(=O)C12CC3CC(C1)CC(n1cnc(Cl)n1)(C3)C2
0	O=C(O)c1ccc(NC(=O)c2ccc(Br)c(S(=O)(=O)N3CCCC3)c2)cc1
-7	O=C1c2ccccc2COc2ccccc21
0	O=C(NC(=S)Nc1ccc([N+](=O)[O-])cc1)c1ccccc1
11	CC(=O)Nc1ccc(N2C(=S)N=C(Nc3ccc(Cl)cc3)C23CCCCC3)cc1
10	N#Cc1cc(Oc2ccc(Cl)cc2)nc2ccccc12
6	CCOC(=O)N/N=C1\CSCC1C(=O)OC (stereo not drawn)
-6	COc1ccc(C)cc1NC(=O)CSc1nnc(COc2ccccc2)n1N
5	CCOC(=O)C1=C(C)N=c2s/c(=C\c3cccc(O)c3)c(=O)n2C1c1ccc(OC)c(OCC)c1 (stereo not drawn)
-2	COc1ccc2c(c1)C1=NN(C(C)=O)C(c3cccc([N+](=O)[O-])c3)C1CC2 (stereo not drawn)
-4	COc1ccc(C(=O)c2cn(-c3cccc(Br)c3)nc2C(C)=O)cc1
4	O=c1c2ccccc2nc2n1CCCN2Cc1ccccc1
5	Cc1ccccc1OC(C)C(=O)N1CCN(C)CC1 (stereo not drawn)
-11	COc1ccc(N2CCN(CC(O)COc3ccc(C)cc3C)CC2)cc1 (stereo not drawn)
-2	CSc1ncccc1C(=O)NCC1Cc2cc(F)cc(-c3ccc(C(C)=O)s3)c2O1 (stereo not drawn)
10	O=C(Nc1cccc(F)c1)C1CCN(S(=O)(=O)c2ccc3[nH]c4c(c3c2)CCCCC4)CC1
7	O=C(CSC1=N/C(=C\c2c(Cl)cccc2Cl)C(=O)N1c1ccccc1)NC1CCCCC1
8	O=[N+]([O-])c1ccccc1N/N=C/c1ccccc1OCc1ccccc1
-12	COC(CN=C(NC(=O)Nc1ccccc1)Nc1nc(C)cc(C)n1)OC
0	CCNCc1ccccc1OCc1ccc(C)cc1
-2	COc1ccc(C(=O)NC(C)C)cc1C
-5	Cc1[nH]nc2c1C(c1ccc(-c3ccccc3)cc1)C(C#N)C(=N)O2 (stereo not drawn)
3	COc1ccc(NC(=O)CSc2nnc(-c3ccc(Br)cc3)o2)c([N+](=O)[O-])c1
2	Cc1cc(CN(C)C(=O)c2coc(COc3cccc(C(F)(F)F)c3)n2)n[nH]1
-3	CN(C)c1nc(Nc2ccc(OC(F)(F)F)cc2)nc(OCC(F)(F)F)n1
-3	CC(C)CCn1c(=O)c2sccc2n2c(CCCC(=O)NCCc3ccccc3)nnc12
-4	C/C(=N\NC(=O)COc1c(Br)cc(C)cc1Br)c1ccccc1O
5	CCCOC(=O)c1c(C)oc2c1cc(NS(=O)(=O)c1ccc(OCC)cc1)c1ccccc12
-3	O=C1OC(c2ccccc2)=NC1C1=NCCCCC1 (stereo not drawn)
-1	Cn1c(SCC(=O)Nc2ccc(OC(F)(F)F)cc2)nc2c1c(=O)n(Cc1ccc(Cl)cc1Cl)c(=O)n2C
-5	O=C(Nc1ccc2nc(-c3cccs3)c(-c3cccs3)nc2c1)N1CCCC1
1	CN(C(=O)c1csc2nc(-c3ccc(Cl)cc3)cn12)C1CCOC1 (stereo not drawn)
-17	CCCSc1ncnc2c1c(-c1ccccc1)cn2-c1ccccc1OC
-3	N#Cc1ccc(NC(=O)c2ccc3c(c2)nnn3C2CCCC2)cc1
-3	Cc1cc(C)c(Cn2c(C)c(CNCc3ccccc3C)c(C(=O)O)c2C)c(C)c1
-5	CCOCCCNC(=O)C1CCN(c2nc3ccc(Cl)cc3[nH]2)CC1
12	Cc1ccc(OCc2nnc(SCC(=O)c3ccc(Br)cc3)o2)cc1
-1	CC1=CC(O/C=C2/C(=O)OCC2c2ccccc2)OC1=O (stereo not drawn)

(continued)
RBX1-CUL1 inh	SMILES
5	Cc1ccccc1-c1nc(CS(=O)(=O)CC(=O)NCC(C)c2ccccc2)c(C)o1 (stereo not drawn)
1	CC(=O)OC[C@H]1O[C@@H](SC(=S)N(C)C)[C@H](OC(C)=O)[C@@H](OC(C)=O)[C@@H]1OC(C)=O
-1	Cc1ccc(Cl)cc1N(C(C)C(N)=O)S(C)(=O)=O (stereo not drawn)
3	COC(=O)c1cc(O)c(C(=O)Nc2ccc(Cl)c(Cl)c2)s1
1	Cc1ccc2c(c1)N(C(=O)Nc1cccc3c1CCCC3)CC(C)O2 (stereo not drawn)
7	N#Cc1c(NC(=O)C2CC2c2ccccc2)sc2c1CCC2 (stereo not drawn)
-1	Nc1c(C(=O)Nc2cccc(C(F)(F)F)c2)sc2ncccc12
16	Cc1ccccc1NCN1C(=O)/C(=C/c2cccs2)SC1=S
2	COc1ccc(CSCC(=O)Nc2ccc(S(=O)(=O)N3CCCC3)cc2)cc1
1	O=C(COC(=O)C1CCC(N2C(=O)C3C4C=CC(C5CC45)C3C2=O)CC1)c1ccc(F)cc1 (stereo not drawn)
3	CCOC(=O)c1ccc(NC(=O)COc2ccc(S(=O)(=O)NC(C)(C)C)cc2)cc1
2	C=CCOc1cccc(CNC2CCCCC2)c1
-2	CCc1ccc(NC(=O)COCc2cc(-c3ccc(F)cc3)on2)cc1
-1	O=C(Nc1cccc(C(F)(F)F)c1)Nc1ccc2snnc2c1
6	NC12C3C4C5C1C2C(Br)(C43)C51OCCO1 (stereo not drawn)
1	COc1cccc(NC(=O)Cn2c(=O)n(CCCCC(=O)NCCc3ccccc3)c(=O)c3ccccc32)c1
-1	Cc1c(C)n(Cc2ccccc2)c2ccc(C(=O)N3CCN(c4ccccc4)CC3)cc12
-5	O=S(=O)(Nc1cccc(-c2ccc(N3CCOCC3)nn2)c1)c1ccc(F)c(C(F)(F)F)c1
10	O=C1NC(=S)NC(=O)C1=Cc1cc(I)c(O)c(I)c1
-2	CCn1c(CN2CCN(C)CC2)nc2cc(NC(=O)c3ccc([N+](=O)[O-])cc3)ccc21
2	CCN(CC)S(=O)(=O)c1ccc(NC(=O)[C@H](CSCc2ccccc2)N2Cc3ccccc3C2=O)cc1
4	Cc1cccc(N2C(=O)NC(=O)C(C=Nc3ccc(C)c(CN4C(=O)c5ccccc5C4=O)c3)C2=O)c1 (stereo not drawn)
-2	O=C(CSc1nc2ccccc2s1)Nc1nc(-c2ccccc2)c(-c2ccccc2)s1
2	Cc1cc(OCC(=O)NCC2(N3CCN(C)CC3)CCCCC2)cc(C)c1Cl
6	Cc1ccc(N2CCN(C(=O)c3c(C)oc4ncnc(N5CCOCC5)c34)CC2)c(C)c1
-6	CC(=O)N1CC(C)c2scc(C)[n+]2-c2ccccc21 (stereo not drawn)
6	Cc1ccc(C(=O)c2coc3c(Cl)c(Cl)c(O)cc23)cc1
13	CCCOc1ccc(N2CC(C(=O)OCC(=O)Nc3ccc(Br)cc3C)CC2=O)cc1 (stereo not drawn)
6	CCc1nonc1NC(=O)c1oc2ccccc2c1C
2	Nc1cccnc1Sc1ccc(Cl)cc1
-12	CCCCC1CCC(C(=O)Nc2ncccn2)CC1 (stereo not drawn)
5	COC1(OC)C(=O)Nc2c(Cl)ccc(Cl)c2C1=O
7	CCOc1cc(/C=C2/C(=O)ON=C2C)ccc1OC(=O)c1cccs1
-4	CC(=O)Nc1cc(NC(C)=O)cc(-c2nc3ccccc3[nH]2)c1
-2	Nc1nnc(CC(=O)N/N=C/c2ccc(OCc3ccccc3)cc2)s1
-7	CS(=O)(=O)N1CCN(c2ccc(NC(=O)CSc3nc(-c4ccccc4)cs3)cc2)CC1
-3	COc1ccc(CNC(=O)CCCn2c(=O)c3cccn3c3ccc(F)cc32)cc1OC
4	Cc1cc(CO)c(C)n1-c1ccc(Cl)c(Cl)c1
1	COc1cccc(C2CCCN2c2nncc(-c3ccc4c(c3)OCO4)n2)c1 (stereo not drawn)
-4	CCC(=O)N1CCc2cc(S(=O)(=O)NCCC(=O)NC(C)c3ccccc3)ccc21 (stereo not drawn)
7	CCCN(C(=O)CCn1cnc2onc(-c3ccc(F)cc3)c2c1=O)c1ccccc1C
-5	O=c1c2cc3c(cc2nc2sc(Nc4ccc(F)c(Cl)c4)nn12)OCO3
-1	CN(C)c1ncc2c(n1)CCCC2NC1CCCCC1 (stereo not drawn)
2	NC(=O)c1ccc(C2CCCN2C(=O)c2nc3c(s2)CCCC3)s1 (stereo not drawn)
7	Cc1ccc2oc(=O)c3cc(C(=O)NCCCOC(C)C)sc3c2c1
-11	O=C(Cc1ccccc1)NNC(=S)Nc1ccc(Cl)cc1
-2	Cc1nc(C)c(-c2nc3c(cnn3Cc3cccnc3)[nH]2)nc1C
0	COc1ccc(NC(=O)C2C3CCC(C3)C2C(=O)O)cc1OC (stereo not drawn)
2	CCCS(=O)(=O)Nc1cccc(-c2cn3ccc(C)cc3n2)c1
11	COc1cccc(CNCCN2CCCC2=O)c1OCC(O)CN1CCOCC1 (stereo not drawn)

15 entries already listed, ordered by SMILES length, low to high.
RBX1-CUL1 inh	SMILES
-12	CCCCC1CCC(C(=O)Nc2ncccn2)CC1 (stereo not drawn)
-1	CN(C)c1ncc2c(n1)CCCC2NC1CCCCC1 (stereo not drawn)
4	Cc1cc(CO)c(C)n1-c1ccc(Cl)c(Cl)c1
5	COC1(OC)C(=O)Nc2c(Cl)ccc(Cl)c2C1=O
-6	CC(=O)N1CC(C)c2scc(C)[n+]2-c2ccccc21 (stereo not drawn)
0	COc1ccc(NC(=O)C2C3CCC(C3)C2C(=O)O)cc1OC (stereo not drawn)
11	COc1cccc(CNCCN2CCCC2=O)c1OCC(O)CN1CCOCC1 (stereo not drawn)
7	Cc1ccc2oc(=O)c3cc(C(=O)NCCCOC(C)C)sc3c2c1
2	NC(=O)c1ccc(C2CCCN2C(=O)c2nc3c(s2)CCCC3)s1 (stereo not drawn)
-4	CC(=O)Nc1cc(NC(C)=O)cc(-c2nc3ccccc3[nH]2)c1
1	COc1cccc(C2CCCN2c2nncc(-c3ccc4c(c3)OCO4)n2)c1 (stereo not drawn)
-5	O=c1c2cc3c(cc2nc2sc(Nc4ccc(F)c(Cl)c4)nn12)OCO3
7	CCCN(C(=O)CCn1cnc2onc(-c3ccc(F)cc3)c2c1=O)c1ccccc1C
-4	CCC(=O)N1CCc2cc(S(=O)(=O)NCCC(=O)NC(C)c3ccccc3)ccc21 (stereo not drawn)
-7	CS(=O)(=O)N1CCN(c2ccc(NC(=O)CSc3nc(-c4ccccc4)cs3)cc2)CC1

More entries:
RBX1-CUL1 inh	SMILES
8	CC(C)(C)c1nnc(NC(=O)c2sc3ccccc3c2Cl)s1
1	O=C(COc1ccc(Cl)cc1)O/N=C(\c1ccccc1)c1ccncc1
0	COc1cc(-c2noc(-c3ccc(NCC4CCCO4)c([N+](=O)[O-])c3)n2)cc(OC)c1OC (stereo not drawn)
5	Nc1c(C(=O)Nc2ccc(OC(F)(F)F)cc2)sc2nc3c(cc12)CCCC3
-4	Cc1ccc(Cl)cc1N1CCN(C(=O)c2cc3c(-c4ccccc4F)nn(C)c3s2)CC1
-2	COC(=O)COc1ccc(C2c3c(n[nH]c3C)OC(=N)C2C#N)cc1OC (stereo not drawn)
3	N#CC(C=Nc1ccc(Cl)c(Cl)c1)c1nc(-c2ccccc2)cs1 (stereo not drawn)
-5	CCCC(=O)c1c(O)cc(O)c(C(=O)CCC)c1O
10	Cc1cc(-c2ccccc2)n(-c2ccc(C(=O)N3CCN(c4ncccn4)CC3)cc2)n1
6	CCCC(=O)Oc1ccc(C)cc1C
5	CC(C)(C)c1cc(OC(=O)C2CCCCC2)ccc1O
-1	COc1ccc(-c2c(C#N)c(SCC(=O)Nc3ccc(C)cc3)nc(C)c2C(=O)Nc2ccccc2)cc1
-4	CC(CC(=O)c1ccccc1)=NC1=CC2OC(c3ccccc3)OCC2OC1=O (stereo not drawn)
7	S=C1Nc2ccccc2C1=C1CCCC1
3	COc1cc(Cl)c(C)cc1Nc1nc2ccccc2n2cnnc12
-4	O=S(=O)(NCc1csc(-c2ccccc2)n1)c1cccc(F)c1
6	COc1cccc(Nc2nc3cc(C)ccc3nc2NS(=O)(=O)c2ccc(Cl)cc2)c1
2	COc1cc2ccccc2cc1C(=O)Nc1ccc(N2CCOCC2)cc1
3	CC(C)(C)c1ccc(OC(=O)c2cnsn2)cc1
0	Cc1ccc(NC(=O)CCc2c(C)nn(-c3ccc(N4CCOCC4)nn3)c2C)c(C)c1
4	CCn1nc(CC(C)C)cc1C(=O)N1CCC(c2cc(=O)[nH]cn2)CC1
-9	OC1(c2ccc3c(c2)c2c4n3CCN(Cc3ccccc3)C4CCC2)CCCC1 (stereo not drawn)
1	CC(=O)Nc1csc2ccccc12
7	COc1cc(CNc2cccc(C(=O)O)c2C)cc(OC)c1OC
-3	Nc1c(C(=O)Nc2ccccc2Cl)c2ccccn2c1C(=O)c1ccccc1
-2	COc1cc(NC(=O)c2cc3nc(-c4ccc5c(c4)OCO5)cc(C(F)(F)F)n3n2)c(OC)cc1Cl
4	CCOc1ccc(C2CC(=O)c3c([nH]c(C(=O)OC4CCCCCC4)c3C)C2)cc1 (stereo not drawn)
1	CCN(CC)C(=O)CSc1nc2sc3c(c2c(=O)n1C)CCC3

Not a retest: entries from further up.
RBX1-CUL1 inh	SMILES
8	CC(C)(C)c1nnc(NC(=O)c2sc3ccccc3c2Cl)s1
1	O=C(COc1ccc(Cl)cc1)O/N=C(\c1ccccc1)c1ccncc1

Only part of the results is shown, so the mix of outcomes need not match the whole.
